# RmlCD inh mix – mixture blocks RmlC and RmlD coupled enzyme activity. 110,000 compounds, 0.39% hits. AID 1532. inhibition, % at 5.5 µM. RmlC/RmlD coupled enzyme inhibition, 384-well mixture HTS; in the data active = inhibition above about 30%, passing the limit was not always enough; inconclusive = no clear call, values can overlap the other calls; also: strong numbers were not always called active
# RT RNaseH block – blocks HIV-1 RNase H cleavage of RNA/DNA duplex | P04585 | RT-RNase H RNA/DNA duplex cleavage, fluorescence | inhibition, % at 10 µM | 65,000 compounds, 1.9% hits; in the data active = inhibition above about 50%
# * marks the source's active call; other numbers are inactive results; ? = inconclusive; · = not tested or not shown. Not all compounds are listed. The share of hits here may be higher or lower than overall.
SMILES | RmlCD inh mix | RT RNaseH block
O=C(Cc1ccccc1)N/N=C/c1ccccn1 | -14 | ·
CCOc1ccc(C2/C(=C(/O)c3ccc(F)cc3)C(=O)C(=O)N2CCCN(C)C)cc1 (centres undefined) | 8 | -10
Cc1[nH]c2ccc(OCc3ccccc3)cc2c1CCN1C(=O)OC(C)(C)C1(C)O (centres undefined) | -10 | ·
Cc1ccc(S(=O)(=O)Nc2ccc3ncccc3c2)cc1 | -10 | -8
Cc1noc(C)c1C(=O)OCC(=O)c1cc(C)n(Cc2ccccc2Cl)c1C | -11 | -4
COc1cc(CCCN2C(=S)NC[C@@H]2Cc2ccccc2)cc(OC)c1OC | 12 | ·
O=C(O)C1CCCCC1C(=O)Nc1ccccc1Cl (centres undefined) | 0 | ·
O=C1C2C3CCC(C3)C2C(=O)N1CNc1ccc(F)cc1 (centres undefined) | 29 | ·
O=[n+]1cc(-c2ccc(F)cc2)n([O-])c2c1CCC2 | · | -2
O=C(Nc1ccc(NC(=O)c2cccs2)cn1)c1ccco1 | 6 | 2

# The listing continues:
SMILES | RmlCD inh mix | RT RNaseH block
COc1ccc(CCNC(=O)NC23CC4CC(CC(C4)C2)C3)cc1 | 6 | ·
COc1ccc(NC(=O)CSc2nc(C)c3c(c2C#N)CCCC3)cc1 | 5 | ·
COc1ccc2nc(NC(=O)CSc3nnc(-c4ccoc4C)n3C)sc2c1 | -6 | 8
CNC(=O)NC(=O)CSc1nnc(C(F)(F)F)n1C | 4 | ·
O=C(Nc1ccccc1C(=O)O)c1cccc(NC(=O)c2ccc(Br)o2)c1 | -4 | 7
COC(=O)C1=C(c2ccccc2)C[C@@H]2CC[C@H]1N2C(=O)N1CCC(C)CC1 | 9 | ·
Oc1ccccc1C1N=C(c2ccccc2)NC(c2ccccc2)=N1 | 1 | ·
CC(C)Nc1nc(NC(C)C)nc(N(C)n2cnnc2)n1 | 7 | -16
C=CCn1cc(C(=O)NCC2CCCO2)c(=O)c2cc(S(=O)(=O)N3CCCCCC3)ccc21 (centres undefined) | -8 | -5
COc1ccc(C2=NC(C(F)(F)F)(C(F)(F)F)c3c(n(C)c(=O)n(C)c3=O)N2)cc1 | -6 | ·

# Remaining list, next part:
SMILES | RmlCD inh mix | RT RNaseH block
CC(=O)c1ccc(NC(=O)c2ccn[nH]2)cc1 | -19 | -12
Nc1nnc(CCCCc2cccs2)o1 | -5 | -9
Cc1ccc(S(=O)(=O)n2ccc(=O)[nH]2)cc1 | 4 | ·
CC(C)Cc1cc(C(=O)N2CCN(C(c3ccccc3)c3ccccc3)CC2)no1 | 5 | ·
COc1ccc(-n2c(C)nc3cc(C(=O)NCc4ccco4)ccc32)cc1 | -4 | -17
CCOc1ccc(NC(=O)CSc2nnc(-c3ccco3)n2C)cc1 | 1 | 2
COc1ccc(N2CCN(c3ncnc4nc[nH]c34)CC2)cc1 | -10 | -7
O=C(Nc1cc2c(cc1Cl)OCCCO2)c1ccccc1 | -5 | ·
Cc1cc(-c2[nH]nc3c2C(c2ccc(Cl)cc2)C(C#N)=C(N)O3)c(C)s1 (centres undefined) | -11 | ·
O=C(CCC(=O)OCC(=O)c1ccc(Br)cc1)NC1CCCCC1 | -1 | ·

# Later entries.
SMILES | RmlCD inh mix | RT RNaseH block
COc1ccc(CN2CN(c3ccc(Cl)cc3)C(=O)N(n3cnnc3)C2)cc1 | 3 | ·
CCN(C1CCCCC1)S(=O)(=O)c1cn(C)c(=O)n(C)c1=O | -1 | -3
Cc1cc(C(=O)NNC(=S)NC(C)c2ccccc2)c2ccccc2n1 (centres undefined) | 8 | ·
CCc1cc2c(SCC(=O)C(C#N)=C3N(C)c4ccccc4N3C)ncnc2s1 | 13 | -4
CCOC(=O)c1[nH]c2ccccc2c1NC(=O)c1ccco1 | -5 | -3
Cc1cc(C)c2c3c(sc2n1)C(c1cccc(F)c1)C(C#N)=C(N)O3 (centres undefined) | -4 | ·
Cc1ccc2cccc(NC(=S)NC(=O)c3c(Br)cnn3C)c2n1 | 5 | ·
CC(NC(=O)c1ccc2c(c1)OCO2)C1CCCO1 (centres undefined) | ? | 2
O=C(CC(c1ccccc1)c1ccco1)N1CCOCC1 (centres undefined) | 9 | -8
COC(=O)CC/C(O)=C1/C(=N)CC(C)(C)CC1=O | -11 | ·

# (continued)
SMILES | RmlCD inh mix | RT RNaseH block
CCCCC(=O)Nc1c(O)c2ccccc2[nH]c1=O | 2 | -10
CC(C)CC(C(=O)NC(=O)NCc1ccccc1)N1C(=O)c2ccccc2C1=O (centres undefined) | -13 | ·
O=C(O)C1Nc2ccc(C(F)(F)F)cc2C2OCCC12 (centres undefined) | 2 | ·
COc1ccc(NC(=O)CNS(=O)(=O)c2cccs2)cc1 | -2 | -2
Cc1[nH]n(-c2ccccc2)c(=O)c1N=Nc1nccs1 | 10 | ·
CCCOc1c(OC)cccc1C1CC(=O)Nc2cc3c(cc21)OCO3 (centres undefined) | 3 | -17
O=C1C2=C(SCCS2)C(=O)N1CCCO | · | 4
Cc1ccc(C(=O)N2CCN(c3cccc(Cl)c3)CC2)cc1C | 5 | -2
N#CC1=C(N)NC(SCC(=O)Nc2ccccc2)=C(C#N)C12CCCCC2 | 6 | ·
O=C(NCCO)c1ccc2c3n(nc2c1)-c1ccccc1CO3 | -9 | ·

# (more compounds)
SMILES | RmlCD inh mix | RT RNaseH block
O=c1c(O[C@@H]2O[C@H](CO)[C@@H](O)[C@H](O)[C@H]2O)c(-c2ccc(O)c(O)c2)oc2cc(O)cc(O)c12 | 12 | ·
Cc1cccc(-n2ccnc2SCC(=O)Nc2cc(C)on2)c1 | -8 | -43
Cc1ccc(C(=O)COC(=O)c2cccc(NC(=O)c3ccc([N+](=O)[O-])cc3[N+](=O)[O-])c2)cc1 | -1 | ·
Nc1nc(NC(=O)c2cccc(S(=O)(=O)N3CCCCCC3)c2)nc(-c2ccccc2)n1 | 6 | 66*
COC(=O)C(NC(C)=O)(Nc1ccc(Br)cn1)C(F)(F)F (centres undefined) | 29 | -10
O=C(O)CC[N+](=O)[O-] | 5 | ·
CCOC(=O)/C(C#N)=C/Nc1ccccc1OC | -4 | ·
Cc1oc2cc3c(C(=O)N4CCN(C)CC4)c(C)oc3cc2c1C(=O)N1CCN(C)CC1 | · | -10
Cc1ccc(OCc2nc(-c3ccc(Cl)cc3)n[nH]2)cc1 | 2 | ·
O=C1CC(c2cccc([N+](=O)[O-])c2)c2c(ccc3ccccc23)N1 (centres undefined) | 8 | ·

# More results follow.
SMILES | RmlCD inh mix | RT RNaseH block
Cc1cc(C)n2nc(-c3ccc(F)cc3)nc2n1 | -12 | ·
CCN(CC)C(=O)N1CCN(C)CC1 | -11 | ·
CCOC(=O)Cc1csc(SCC(=O)N2CCN(c3ccc(OC)cc3)CC2)n1 | -6 | 4
Cc1nc2c(c(=O)n1CCC1=CCCCC1)c1nc3ccccc3nc1n2/N=C/c1ccccc1 | -5 | ·
CC(=O)O[C@@H]1C[C@H]2C(C)=C[C@H]3OC(=O)[C@@H](C)[C@H]3C[C@H]2[C@]1(C)O | -7 | ·
Cn1cnnc1SC(C(=O)c1ccccc1)c1ccccc1 (centres undefined) | 5 | -1
CCOC(=O)c1c(NC(=O)C2C3CCC(O3)C2C(=O)O)sc(C)c1-c1ccc(F)cc1 (centres undefined) | 9 | ·
Oc1c(C=NCc2ccc(F)cc2)[nH]c2ccc(Br)c(Cl)c12 | 1 | ·
NC(=O)CN1CCN(C(=O)NC2CCCCC2)CC1 | -10 | -9
CC1CCN(c2nc3c(c(=O)n(C)c(=O)n3C)n2CCSc2nc3ccccc3o2)CC1 | 10 | 2

# Next section.
# Second line of a record – RmlCD inh mix	RT RNaseH block
- Cc1csc(SCC(=O)NCc2cccs2)n1
  -4	-3
- O=C(OCC(=O)N1CCN(C(=O)COC(=O)c2ccncc2)CC1)c1ccncc1
  4	3
- CCN1C(c2ccccc2)C(C)C(=O)C(C)C1c1ccccc1 (centres undefined)
  -44	·
- CC(C)N(CC#CCC1(O)c2ccccc2-c2ccccc21)CCO
  -6	·
- COC(=O)c1ccc2c(=O)[nH]c(CN3c4ccccc4CC3C)nc2c1 (centres undefined)
  -6	63*
- COC(=O)c1cc(-c2ccccc2)n(CC(=O)O)c1C
  -8	-12
- CCCC(=O)Nc1ccc(-c2nc3cc(C)c(C)cc3o2)c(O)c1
  -190	58*
- Nn1c(SCC(=O)N2CCOCC2)nnc1-c1ccco1
  -12	·
- Cc1cc(=O)n2c3c(cccc13)CCC2
  17	11
- CCc1nnc(NC(=O)c2cccc(NC(=O)C(C)C)c2)s1
  4	·
- CCOc1ccccc1CNS(=O)(=O)c1ccc2c(c1)oc(=O)n2C
  -10	-10
- O=C1NC(c2ccccn2)Nc2sc3c(c21)CCC3 (centres undefined)
  25	-6
- COC(=O)c1c(NC(=O)c2ccco2)sc(C(=O)Nc2ccc(F)cc2)c1C
  16	56*
- Cc1cc(NC(=O)CCCC(=O)Nc2ccc(F)cc2)no1
  -15	-1
- CCOC(=O)N1CCN(C(=O)CSc2ccc(Cl)cc2)CC1
  -19	-48

# Entries of single compounds as entered above:
# Shown for `CCCC(=O)Nc1ccc(-c2nc3cc(C)c(C)cc3o2)c(O)c1` = RmlCD inh mix: -190; RT RNaseH block: 58*
# Shown for `COC(=O)c1cc(-c2ccccc2)n(CC(=O)O)c1C` = RmlCD inh mix: -8; RT RNaseH block: -12
# Shown for `Cc1csc(SCC(=O)NCc2cccs2)n1` = RmlCD inh mix: -4; RT RNaseH block: -3

# Other compounds
# Second line of a record – RmlCD inh mix	RT RNaseH block
- NS(=O)(=O)c1ccc(NCc2cc(Cl)ccc2OCc2ccccc2F)cc1
  5	·
- CC12Cc3ccc4ccccc4c3C=C1C[N+](C)(C)C2 (centres undefined)
  0	·
- CCCCn1c(CCC)nc([N+](=O)[O-])c1Sc1ccc(Cl)cn1
  2	·
- O=C(NCCCN1CCOCC1)C1(c2ccccc2)CCOCC1
  16	1
- CCC(Oc1ccccc1)C(=O)N1CCN(C(=O)C(CC)Oc2ccccc2)CC1 (centres undefined)
  5	·
- CCn1c(SCC(=O)c2c(N)n(C)c(=O)n(C)c2=O)nc2sc(C)c(C)c2c1=O
  ·	3
- O=C(NCCc1c[nH]c2ccccc12)C(=O)NCC(c1cccnc1)N1CCN(c2ccccc2)CC1 (centres undefined)
  13	·
- O=C(NCc1ccccc1)C1=C[C@H](C2CCCCC2)C[C@H](OCc2ccc(CO)cc2)O1
  2	·
- CO/N=C/c1ccc(Sc2ccccc2)c([N+](=O)[O-])c1
  8	·
- CC(=O)NO
  11	·
- CC1(C)CC(=O)C(C=Nc2ccccc2C(=O)O)=C(O)C1
  -4	3
- Cc1cc(C)c(C)c(S(=O)(=O)N2CCN(CC(=O)NC(=O)NCc3ccccc3)CC2)c1C
  -13	·
- CCc1ccc(-c2cc(C(F)(F)F)n3nc(C(=O)Nc4c(C)nn(Cc5ccccc5Cl)c4C)cc3n2)s1
  ?	·
- Cc1ccc(-c2nc3cnccn3c2Nc2c(C)cccc2C)o1
  -13	·
- O=C(C1CCN(S(=O)(=O)c2cccc3cccnc23)CC1)N1CCn2c1nc1ccccc12
  ·	-13

# The listing continues:
# Second line of a record – RmlCD inh mix	RT RNaseH block
- CCc1nc(NC(C)C)c2oc3ccccc3c2n1
  0	-27
- CCCCCCn1c(CN2CCN(C)CC2)nc2c1c(=O)n(C)c(=O)n2C
  5	3
- Cn1c(=O)c2c(ncn2CC(=O)Nc2cc(Cl)c(Cl)cc2Cl)n(C)c1=O
  ·	-15
- C=CCN(C)CC/C=C1\c2ccccc2CSc2ccccc21
  -7	·
- CC(=O)c1ccc(OCC(O)CN(C)Cc2cccs2)cc1 (centres undefined)
  8	-5
- Cc1ccc(NC(NC(=O)c2cccs2)C(Cl)(Cl)Cl)cc1C (centres undefined)
  -11	·
- CCCC(=O)Nc1ccc(C)c(O)c1
  5	·
- CCN(CC)C(=O)CSCc1cnn(-c2ccccc2)c1-n1cccc1
  9	·
- Cc1cc(=O)n2[nH]c(C)c(-c3ccccc3)c2n1
  ·	-3
- Cc1ccc(/C=c2\sc3nc(-c4cccs4)nn3c2=O)o1
  -6	45
- O=C(c1cnn2c(C(F)(F)F)cc(-c3ccc(Br)cc3)nc12)N1CCOCC1
  -8	-17
- O=c1cc(Cl)[nH]c(=O)n1CCNc1ncc(C(F)(F)F)cc1Cl
  6	·
- COCCCNC(=O)Cn1cc(C(=O)C2CC2)c2ccccc21
  8	-5
- COc1ccc(-c2noc(CCC(=O)NCC3CCN(Cc4cccc(C)c4)CC3)n2)cc1
  8	-3
- CC(=O)N1CN2CN(C(C)=O)CC(C(=O)c3ccccc3)(C2)C1
  -7	-2

# (next part)
# Second line of a record – RmlCD inh mix	RT RNaseH block
- Cc1ccc2c(CN3C(=O)NC(C)(c4ccc5c(c4)OCO5)C3=O)cc(=O)oc2c1 (centres undefined)
  18	-56
- Cc1ccc(-c2c(C#N)c(N)nc3c2CCCCC3)cc1
  3	·
- Cc1ccc2c(c1)CC1(CN2C)C(=O)NC(=O)N(CCc2ccccc2)C1=O (centres undefined)
  -12	·
- O=C(CCN1C(=O)C2C3C=CC(C3)C2C1=O)NCCN1CCCc2ccccc21 (centres undefined)
  -6	3
- COc1cccc(NC(=S)N2CCN(C/C=C/c3ccccc3)CC2)c1
  -10	·
- Cc1ccccc1OCc1nnc(SCc2cc(=O)[nH]c3ccccc23)o1
  -9	·
- CC12CC(c3ccccc3O1)C(C(=O)NCc1ccccc1)C(=O)N2 (centres undefined)
  -30	16
- CCOC(=O)N1CCN(C(=S)Nc2cc(OC)c(OC)cc2C(=O)OC)CC1
  -4	·
- Nc1ncnc(Nc2ccccc2C(F)(F)F)n1
  0	0
- CCOC(=O)CN1C(=O)CSc2ccccc21
  9	-3
- S=c1[nH]nc(-c2cccc(Br)c2)o1
  -12	2
- COc1ccc(N2CCN(C(=O)CNC(=O)c3ccc(C(C)(C)C)cc3)CC2)cc1
  2	·
- CCOc1c(N2CCCCC2)c(=O)c1=O
  -10	-15
- Cc1ccc(NS(=O)(=O)c2cc(C(=O)N3CCN(C)CC3)ccc2C)cc1
  11	-6
- Nc1nnc(SCC(=O)N2CCN(Cc3ccccc3)CC2)s1
  -7	·
- Cc1ccc(CCNC(=O)C2CCN(S(=O)(=O)N3CCC4(CC3)OCCO4)CC2)cc1
  4	-11
